Compound activity: PubChem BioAssay, The Scripps Research Institute Molecular Screening Center
pPAFAH FP inh: pPAFAH (human) enzyme inhibition | Q13093 | 330,000 compounds, 1.5% hits | recombinant pPAFAH, FP-rhodamine probe fluorescence polarization | inhibition, % at 3.39 µM;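 active means inhibition above the mean inhibition across the screen plus 3 SD, cut at about 25% in these data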;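 further: inhibitors block binding of the rhodamine activity-based probe so polarization drops; 0% = enzyme with DMSO and 100% = wells lacking pPAFAH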
Target sequence (Q13093 whole entry, looked up): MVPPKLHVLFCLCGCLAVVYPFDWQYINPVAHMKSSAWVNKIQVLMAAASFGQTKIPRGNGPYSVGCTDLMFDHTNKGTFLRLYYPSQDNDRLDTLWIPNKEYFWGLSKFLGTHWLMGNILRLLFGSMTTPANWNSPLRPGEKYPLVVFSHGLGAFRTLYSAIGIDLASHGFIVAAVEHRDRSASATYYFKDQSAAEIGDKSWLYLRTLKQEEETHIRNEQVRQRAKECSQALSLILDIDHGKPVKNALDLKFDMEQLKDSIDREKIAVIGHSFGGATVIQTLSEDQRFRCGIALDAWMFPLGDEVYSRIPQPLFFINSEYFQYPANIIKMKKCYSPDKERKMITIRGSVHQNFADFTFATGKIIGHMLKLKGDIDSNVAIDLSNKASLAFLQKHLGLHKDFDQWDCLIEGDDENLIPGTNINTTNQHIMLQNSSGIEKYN
LYPLA1 counter: blocks human lysophospholipase 1, a PME1 counter-screen | O75608 | recombinant LYPLA1, FP-Rh probe fluorescence polarization | inhibition, % at 5.9 µM | 320,000 compounds, 0.16% hits | AID 2174;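 active means inhibition above the mean of all tested compounds plus 3 SD, set per campaign, cut at about 14% in these data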;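 further: inhibitors block serine hydrolase probe labeling of LYPLA1 so polarization falls; 0% = enzyme with DMSO and 100% = wells lacking LYPLA1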
LYPLA2 counter: blocks human lysophospholipase 2, a PME1 counter-screen | O95372 | recombinant LYPLA2, FP-Rh probe fluorescence polarization | inhibition, % at 5.9 µM | 320,000 compounds, 0.38% hits | AID 2177;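 active means inhibition above the screen-wide mean plus 3 SD, limit set per campaign, cut at about 26% in these data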;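 further: 0% = LYPLA2 with DMSO and 100% = wells lacking LYPLA2 enzyme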
Target sequence (O95372 whole entry, looked up): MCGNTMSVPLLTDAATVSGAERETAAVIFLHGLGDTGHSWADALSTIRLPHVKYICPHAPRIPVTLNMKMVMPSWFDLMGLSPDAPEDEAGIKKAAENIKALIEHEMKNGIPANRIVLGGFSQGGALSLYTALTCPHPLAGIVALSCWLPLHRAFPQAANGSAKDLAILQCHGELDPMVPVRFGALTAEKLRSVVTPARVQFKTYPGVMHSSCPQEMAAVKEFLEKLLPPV
PAFAH2 FP inh: PAFAH2 (human) inhibition; Q99487; recombinant PAFAH2, FP-rhodamine activity probe, fluorescence polarization; inhibition, % at 3.39 µM; 340,000 compounds, 0.99% hits; AID 492956;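 active means inhibition above the mean over all tested compounds plus 3 SD, cut at about 30% in these data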;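 further: inhibitors block probe labeling of enzyme so polarization drops; 0% = enzyme with DMSO and 100% = wells lacking PAFAH2 protein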
PAD4 FP inh: PAD4 (human) enzyme inhibition; Q9UM07; inhibition, % at 6.36 µM; 330,000 compounds, 0.41% hits; recombinant PAD4, RCA probe fluorescence polarization;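 active means percent inhibition above a cutoff equal to the mean of all tested compounds plus 3 SD, cut at about 15% in these data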;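 further: 0% = PAD4 with RCA probe and DMSO and 100% = probe without PAD4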
PAFAH1B2 inh: inhibitors of human PAFAH1B2. P68402. recombinant PAFAH1B2, FP-rhodamine activity probe, fluorescence polarization. inhibition, % at 3.39 µM. 340,000 compounds, 1.2% hits. AID 492953;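 active means inhibition above the mean of all tested compounds plus 3 SD, cut at about 24% in these data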;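 further: 0% = enzyme with DMSO and 100% = wells lacking PAFAH1B2; many of its hits are not listed in these tables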
GSTO1 counter: blocks human GSTO1 in RBBP9 counter-screen; recombinant GSTO1, activity-based probe fluorescence polarization; inhibition, % at 5.96 µM; AID 1974; 300,000 compounds, 1.1% hits; P78417;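 active means inhibition above the campaign mean inhibition plus 3 SD, cut at about 35% in these data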;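 further: 0% = GSTO1-1 with DMSO and 100% = wells lacking GSTO1-1 enzyme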
Target sequence (P78417 whole entry, looked up): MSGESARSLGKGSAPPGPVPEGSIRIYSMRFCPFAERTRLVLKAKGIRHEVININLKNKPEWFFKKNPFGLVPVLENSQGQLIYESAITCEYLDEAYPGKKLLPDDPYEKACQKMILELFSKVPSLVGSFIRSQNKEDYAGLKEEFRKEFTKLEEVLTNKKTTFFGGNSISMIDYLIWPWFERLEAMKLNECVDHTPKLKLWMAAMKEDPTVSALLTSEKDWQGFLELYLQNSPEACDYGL
PAFAH1B3 inh: PAFAH1B3 (human) inhibition | inhibition, % at 3.39 µM | Q15102 | 340,000 compounds, 0.28% hits | recombinant PAFAH1B3, FP-rhodamine probe, fluorescence polarization;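 active means inhibition above the screen-wide average of all tested compounds plus 3 SD, cut at about 25% in these data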;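 further: 0% = enzyme with DMSO only and 100% = wells lacking PAFAH1B3 protein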
PREPL inhibitor: inhibits the human prolyl oligopeptidase-like enzyme | inhibition, % at 5.96 µM | Q4J6C6 | 320,000 compounds, 0.68% hits | recombinant PREPL, fluorescence polarization activity-based probe; in the data active means inhibition above about 43%;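 further: 0% = enzyme with DMSO and 100% = wells lacking enzyme; many of its hits are not listed in these tables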
* = called active by the depositor; . = not tested or not shown.

SMILES	pPAFAH FP inh	LYPLA1 counter	LYPLA2 counter	PAFAH2 FP inh	PAD4 FP inh	PAFAH1B2 inh	GSTO1 counter	PAFAH1B3 inh	PREPL inhibitor
Cc1ccc(NC(=O)c2ccoc2C)cc1C	4.4	-5.8	-4.0	-5.3	-0.5	2.3	0.9	3.1	-5.9
O=C(O)Cc1cc(C(=O)Nc2ccc(Br)cc2)sc1-c1ccccc1	-10.5	-5.8	-2.2	.	-1.6	.	-2.2	.	2.5
CCc1ccc(-c2ccc(C(=O)O)c(C)n2)cc1	-2.8	2.0	-1.1	-7.6	-2.6	-0.4	2.1	10.5	-2.7
O=C(NCC1CCCO1)c1ccc2ccccc2n1 (stereo unspecified)	-6.0	-0.6	0.2	-1.2	0.1	6.0	12.0	0.7	-10.5
COc1ccc(NC(=O)Nc2ccon2)cc1OC	4.7	-0.3	3.4	5.4	-6.5	0.6	4.4	3.8	-0.1
O=C(COC(=O)CSc1ccc([N+](=O)[O-])cc1)NC1CCCCCCC1	9.2	1.7	2.1	-7.4	-3.2	21.2	0.4	3.0	10.2
CCOC(=O)CSc1ncnc2c1cnn2-c1ccc(C)cc1C	1.7	-0.5	7.5	3.6	-2.5	-1.3	-6.3	-5.1	8.1
Cc1nc2c3ccccc3n(CCN3CCCCC3)c2s1	5.8	-1.6	-1.2	.	0.5	.	-2.0	.	6.5
COC(=O)c1cc2c(s1)-c1ccccc1CC2	1.8	-0.8	5.7	-4.1	-1.9	0.4	5.7	5.0	3.0
CC(=O)NC1(C(F)(F)F)NC(=O)N(C2CCCCC2)C1=O (stereo unspecified)	1.9	-0.6	2.5	3.1	0.7	0.4	-2.8	3.9	-8.8
CCOC(=O)C1CCN(c2cc3c(cc2NC(=O)c2ccccc2F)n(C)c(=O)n3C)CC1	4.4	-0.1	-1.2	4.1	1.9	-2.5	14.9	6.0	28.0
COc1ccc(OCc2nnc(SCC(=O)Nc3nnc(C4CC4)s3)n2C)cc1	4.5	0.1	-0.5	-0.2	-0.1	16.1	-4.0	-2.1	-5.5
O=C(Cc1cccs1)Nc1nnc(C2CC2)s1	5.5	-5.9	-4.5	-0.5	1.7	3.9	5.9	0.6	12.8
C/C(=N\NC(=O)CN1CCN(Cc2ccccc2)CC1)c1cccs1	3.2	0.9	3.2	4.3	0.6	8.8	9.1	5.3	20.4
CC1S/C(=N/N=C/c2cccs2)NC1=O (stereo unspecified)	3.8	0.6	-11.5	-14.4	-4.1	-6.0	-7.1	5.7	-0.2
Cc1c(OCC(=O)NCc2cccnc2)ccc2c3c(c(=O)oc12)CCC3	-4.0	0.2	0.9	-0.9	3.3	4.1	5.9	-2.3	-5.8
CN(CCO)C(=O)C(c1ccccc1)c1ccccc1	2.9	1.3	2.9	-4.4	3.3	8.6	-0.3	0.3	-2.4
CCCCC(=O)NCCc1cc2ccc(OC)cc2[nH]c1=O	0.6	-0.2	4.7	-8.0	-1.1	0.1	4.7	0.9	16.1
O=C(N/N=C/c1cccc2ccccc12)c1ccncc1	-2.6	-7.0	-7.9	5.2	-3.9	-4.0	3.5	5.1	6.0
COC(=O)C(Cc1c[nH]c2ccccc12)NC(=O)c1ccccc1Br (stereo unspecified)	3.6	3.5	2.4	8.1	-0.4	3.2	-3.5	0.6	6.2
COc1ccc(CCNC(=O)Cc2ccsc2)cc1	3.3	-1.3	-3.1	-0.3	1.6	6.2	-3.8	-4.1	0.5
COc1cc(CCC(=O)OCC(=O)NCc2ccc(Cl)cc2)cc(OC)c1OC	10.8	1.9	-2.2	10.1	-5.5	4.2	-1.3	5.8	7.5
Cn1cc(CNC(=O)c2cc(-c3ccccc3)nc3ccc(Br)cc23)cn1	-2.6	-6.2	-4.8	-7.8	0.2	-1.5	1.6	5.7	0.9
Nc1c(N(CCC2=CCCCC2)C(=O)c2ccccc2F)c(=O)[nH]c(=O)n1Cc1ccccc1	0.9	0.9	-7.6	3.8	-5.7	-10.1	.	1.2	68.5*
O=S1(=O)N=C2CCCCCN2C(c2ccc(Cl)cc2)N1 (stereo unspecified)	2.4	-1.5	-5.2	-2.9	1.1	7.8	3.9	1.2	-2.3

Next section.
SMILES	pPAFAH FP inh	LYPLA1 counter	LYPLA2 counter	PAFAH2 FP inh	PAD4 FP inh	PAFAH1B2 inh	GSTO1 counter	PAFAH1B3 inh	PREPL inhibitor
Cc1nc2ccc(NC(=O)CS(=O)(=O)c3ccc(F)cc3)cc2s1	1.3	0.9	-3.7	0.9	2.3	0.6	-7.8	2.3	0.3
CC12C(=O)N(c3ccccc3)C(=O)C1C(c1ccccc1)N1CCCN12 (stereo unspecified)	0.8	3.1	5.1	-0.5	1.5	5.5	-2.5	3.3	2.1
Cc1cccc(OCc2nnc(SCn3nnc4ccccc4c3=O)o2)c1	3.9	-2.1	3.5	-7.2	-1.0	1.7	2.8	10.5	-43.3
Nc1ccc(C(=O)OCC(=O)N2CCc3ccccc3C2)cc1[N+](=O)[O-]	4.2	-4.5	1.1	50.9*	4.4	3.7	4.4	0.9	19.7
Cc1ccc(C(=O)Nc2nc3c(s2)CCCC3)o1	2.8	-4.7	-3.9	-5.4	-1.2	2.7	2.7	8.2	14.8
Nc1nn2c(C(F)(F)F)cc(=O)[nH]c2c1N=Nc1cccc(F)c1	10.7	2.4	-2.6	13.9	-3.5	10.6	-3.1	16.2	2.3
CCOc1cc(/C=N/NC(=O)c2ccncc2)cc(Cl)c1OS(C)(=O)=O	-2.1	-2.1	-1.6	-8.4	0.6	-2.8	-5.5	6.5	11.9
O=S(=O)(Nc1cccc(Cl)c1)c1ccc(-n2cccn2)cc1	4.1	-1.9	-1.4	-2.0	0.1	-5.0	7.9	-9.8	-2.8
Cc1nc(NCC2CCCO2)c2nnn(Cc3c(F)cccc3Cl)c2n1 (stereo unspecified)	0.0	-2.3	6.3	2.7	3.7	2.1	0.3	3.6	14.8
O=C(Cn1c2ccc(F)cc2c2nc3n(c(=O)c21)CCS3)Nc1ccccc1F	0.4	-4.9	-9.3	.	-1.5	.	-15.9	.	3.4
CCN(CC)C(=O)C1CCC(C)(C(=O)O)C1(C)C (stereo unspecified)	-0.1	-0.5	2.3	2.4	-0.4	1.1	3.7	-2.6	15.4
COc1ccc(NC(=O)CNC(=O)Cn2ccc3ccccc3c2=O)c(OC)c1	1.2	0.1	3.5	7.4	2.3	3.0	-3.0	0.4	-3.4
O=c1c(-c2ccccc2)nc(-c2ccccc2)cn1O	-1.0	4.0	0.1	-2.8	0.3	-2.7	-1.0	12.3	1.7
O=C(c1cc2ccccc2oc1=O)N1CCN(c2ccccn2)CC1	1.2	3.5	0.6	-0.3	-3.8	5.2	4.2	5.3	1.5
COC(=O)c1c(NC(=O)c2ccccc2F)sc(C(=O)N2CCOCC2)c1C	-0.7	-0.6	0.6	-3.3	0.9	2.0	1.8	6.3	-2.1
S=C(c1ccc(-c2cccc(Cl)c2)o1)N1CCCCC1	3.4	-3.2	-1.2	4.2	-1.7	0.6	-1.8	9.7	14.9
COc1ccccc1N(CC(=O)NC(C)(C)C)C(=O)CCC(=O)Nc1nccs1	-5.8	3.0	-0.6	-5.0	0.8	6.4	8.3	11.2	-13.8
NS(=O)(=O)OCC1CCCCC1	5.2	-1.3	1.6	4.3	-1.4	12.2	4.5	3.4	6.7
COc1ccc(CNS(=O)(=O)NCc2ccc(OC)c(OC)c2)cc1	10.2	4.9	0.9	7.4	-4.4	-0.9	3.0	-0.3	-4.0
N#Cc1c(-c2ccc(F)cc2)ccnc1N1CCOCC1	7.4	-2.2	6.1	-2.4	0.4	3.9	8.9	7.8	2.4
CCc1ccc(C(=O)OCC(=O)c2c(N)n(CC(C)C)c(=O)n(C)c2=O)cc1	3.8	-7.3	-9.4	8.8	-1.9	-0.5	9.8	6.8	2.1
O=C(COc1ccc([N+](=O)[O-])cc1)Nn1cnnc1	0.0	0.3	-1.4	.	-3.2	.	3.8	.	-0.8
COc1ccc(/C(C)=N/NC(=O)CNC(=O)COc2ccccc2)c(OC)c1	5.0	-1.7	-6.4	5.5	-4.5	0.7	-6.7	2.1	2.4
Cc1ccc(Cl)cc1NC(=O)CSc1nnc(C)n1-c1ccccc1	-0.7	-0.7	2.8	-0.6	-3.5	3.5	-4.6	-3.2	4.9
CCC(C)(C)c1ccc(OCCCC[n+]2cccc(C)c2C)c(C(C)(C)CC)c1	6.6	-0.4	1.9	5.6	2.5	3.3	-3.5	13.5	21.9

Next compounds follow:
SMILES	pPAFAH FP inh	LYPLA1 counter	LYPLA2 counter	PAFAH2 FP inh	PAD4 FP inh	PAFAH1B2 inh	GSTO1 counter	PAFAH1B3 inh	PREPL inhibitor
Cc1ccccc1CNC(=O)c1ccc(Cl)c([N+](=O)[O-])c1	6.3	2.6	6.8	7.0	0.4	12.4	1.0	10.3	9.4
Cc1cc(O)c(C(C)C)cc1NC(=O)c1cccc(Cl)c1	2.7	-3.3	0.9	11.4	1.2	3.1	5.1	2.0	3.7
Cc1ccc2nc(Nc3nc(C)cc(C(F)(F)F)n3)nc(C)c2c1	-10.1	-2.9	-5.0	4.9	-2.0	5.9	-1.2	5.3	14.3
Cc1cccc(C(=O)OCC(=O)NCC2COc3ccccc3O2)c1 (stereo unspecified)	-1.9	-1.1	-0.1	8.5	-0.1	1.3	.	7.1	-6.7
O=C1c2ccccc2S(=O)(=O)c2cc(C(=O)N3CCN(c4ccc(Cl)cn4)CC3)ccc21	13.3	10.2	24.4	13.1	-1.3	-0.6	-4.7	5.8	34.7
O=C1c2ccccc2NC(c2ccccn2)N1c1ccc(Cl)cc1 (stereo unspecified)	5.6	-2.3	-0.4	-2.5	-3.1	-0.2	-12.5	3.2	2.9
Cc1ccc(CNC(=O)CCc2ccc(S(=O)(=O)NC3CCCCC3)cc2)cc1	15.2	3.2	0.9	2.6	-3.2	1.0	5.6	3.8	-3.9
Cc1ccc(/C=C/C(O)=C2/C(=O)N(C)C3(C)CC2c2ccccc2O3)cc1 (stereo unspecified)	2.2	2.2	-1.6	-6.1	-1.1	-2.4	-10.1	-1.9	-3.1
O=C(NC1C/C=C\C(c2ccccc2)N(c2ccccc2)C(=O)C1)OCC1c2ccccc2-c2ccccc21 (stereo unspecified)	5.4	.	.	-3.6	-1.1	2.2	.	-2.5	.
COc1ccc(C2(O)CCN(CCCCOc3ccccc3)CC2)cc1	-4.1	-1.2	-3.3	1.4	1.1	-2.5	12.1	-2.3	-7.6
COc1ccc2nc(C)cc(NCCN3CCOCC3)c2c1	2.7	0.2	0.4	1.5	-3.0	1.0	-2.4	1.4	-5.8
CCc1ccc(OCC(=O)Nc2ccc3c(c2)OCCO3)cc1	5.1	2.3	-0.1	-5.3	7.4	-2.7	-1.0	1.5	-4.2
Cc1cc(NS(=O)(=O)c2ccccc2)no1	-1.7	-1.2	3.2	0.9	-10.4	2.7	-2.9	0.0	-3.9
CN(C)c1ccc(-n2cccc2/C=C/[N+](=O)[O-])cc1	2.7	1.4	1.3	-8.2	3.1	-3.1	27.8	4.8	-0.8
CCOc1cc(C(=O)NCCc2ccc(S(N)(=O)=O)cc2)cc(OCC)c1OCC	-1.6	0.2	-0.3	-4.0	-1.1	-2.1	-11.6	7.9	15.8
CCOC(=O)c1ccc(NC(=S)NCCc2ccc(F)cc2)cc1	-9.2	-12.1	-18.3	.	-3.9	.	-23.9	.	4.1

The list is partial. The share of hits here may be higher or lower than overall.
